Pf growth 48h: Primary qHTS for delayed death inhibitors of the malarial parasite plastid, 48 hour incubation. AID 504832, 2011. P. falciparum luciferase growth in erythrocytes, 48 h. 5.9% of 310,000 active. Potency, µM (doses to about 28.7 µM), inactives show top-dose activity change, negative = inhibition, usual class: inhibitors; also: potency is read from the fitted curve at half-maximal effect; % is scaled to controls: 0 for no effect and ±100 for the full control effect
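In quantitative HTS format, infected erythrocytes bearing luciferase-reporter parasites were treated for a single generation at 37 C. Luminescence after adding detection reagent served as the growth measure.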
Pf growth 96h: Primary qHTS for delayed death inhibitors of the malarial parasite plastid, 96 hour incubation; P. falciparum luciferase reporter growth, 96 h; Potency, µM (doses to about 28.7 µM), inactives show at the highest dose activity change, negative = inhibition, most hits filed as inhibitors; 6.9% of 320,000 active; also: potency is read from the fitted curve at half-maximal effect; % is scaled to controls: 0 for no effect and ±100 for the full control effect
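Infected RBCs, 2% Hct / 0.05% parasitemia final; luciferase-reporter P. falciparum; cpd 96 h, 37 C, 5% CO2; luciferase detection reagent; luminescence.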
CHX counter: Cycloheximide Counterscreen for Small Molecule Inhibitors of Shiga Toxin. cell reporter, cycloheximide protein synthesis inhibition counterscreen. max response, %. 12% of 300,000 active; in the data active = max response mostly above about 13%, no sharp cut-off; inactive = mostly below about 14%; also: read at 38.3 µM for the half of the compounds with a filed dose; 0% is about no effect
Shiga toxin inh: A qHTS for Small Molecule Inhibitors of Shiga Toxin | 9.2% of 290,000 active | inhibition, % at 38.7 µM | Vero cells, Shiga toxin protein synthesis inhibition reporter; in the data active = inhibition mostly above about 28%, no sharp cut-off; inactive = mostly below about 43%; also: 0% is about no effect
Tb PYK inh: qHTS of Trypanosoma Brucei Inhibitors | pyruvate kinase (Trypanosoma brucei), Q57TT1 | TbPYK enzyme, Kinase-Glo Plus ATP luminescence, 45 min | 0.12% of 410,000 active | AID 624173, 2012 | Potency, µM (top dose mostly 76.8 µM), for the others: at the highest dose activity, negative = inhibition, most hits filed as inhibitors; also: potency is read from the fitted curve at half-maximal effect; % is scaled to controls: 0 for no effect and ±100 for the full control effect; nearly all actives have a fitted effect of over 50% in size
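Screened from lowest to highest concentration, compounds were pinned into TbPYK/substrate mixtures, and ADP (130 uM final) was added. Plates sat at room temperature for 45 min prior to Kinase-Glo Plus detection by luminescence.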
AMA1-RON2 inh: qHTS for Inhibitors of AMA1-RON; Towards Development of Antimalarial Drug Lead: Primary Screen. AlphaScreen AMA1-biotinylated RON2 peptide binding. Plasmodium falciparum AMA1 (3D7) - RON2 peptide interaction. AID 720542, 2013. 0.2% of 360,000 active. Potency, µM (titrated, usually from 58.2 µM), without a hit: at the top dose activity change, negative = inhibition, actives largely listed as inhibitors;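 also: potency is read from the fitted curve at half-maximal effect; 0% = vehicle wells and -100% = peptide control; nearly all actives have a fitted effect of over 45% in size; some results filed as inactive show a strong effect at the top dose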
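AMA1 (3D7) with his tag at 25 nM final met compounds first, then biotinylated RON2 peptide at 25 nM; detection used donor plus acceptor beads, 10 µg/mL apiece, read by AlphaScreen after 30 min at room temperature.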
LmPK inh: qHTS Assay for Inhibitors of Leishmania Mexicana Pyruvate Kinase (LmPK) | purified LmPK, Kinase-Glo ATP luminescence, 1 h | Potency, µM (highest dose often 57.5 µM), inactives show at the top dose activity change, negative = inhibition, actives largely listed as inhibitors | 0.37% of 290,000 active | AID 1721, 2009; also: potency is read from the fitted curve at half-maximal effect; % is scaled to controls: 0 for no effect and ±100 for the full control effect
Target sequence (Q27686 whole entry, looked up): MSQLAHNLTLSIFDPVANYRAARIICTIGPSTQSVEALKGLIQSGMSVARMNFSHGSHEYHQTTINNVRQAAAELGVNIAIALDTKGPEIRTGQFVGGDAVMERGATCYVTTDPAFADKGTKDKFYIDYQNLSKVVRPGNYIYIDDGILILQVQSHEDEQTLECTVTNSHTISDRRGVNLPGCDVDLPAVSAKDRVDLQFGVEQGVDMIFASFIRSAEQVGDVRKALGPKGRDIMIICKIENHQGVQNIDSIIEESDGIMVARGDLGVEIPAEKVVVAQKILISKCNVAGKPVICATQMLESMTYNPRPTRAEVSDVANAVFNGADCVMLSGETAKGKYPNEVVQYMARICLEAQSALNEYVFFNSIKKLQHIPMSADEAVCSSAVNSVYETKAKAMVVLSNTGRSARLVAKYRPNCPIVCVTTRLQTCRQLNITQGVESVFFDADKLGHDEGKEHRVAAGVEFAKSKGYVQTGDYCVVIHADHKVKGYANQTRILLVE
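Kinase-Glo luminescence read after 1 h RT reaction of 0.1 nM LmPK with 0.5 mM PEP and 0.1 mM ADP. Activity scaled between uninhibited and enzyme-free controls.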
* hit, by the source's call; ? = inconclusive; · = no result given; & = joins results of further samples; [ ] = remark or other dose. Unless noted, calls follow the shape of the dose curve; as a rule, active = well fitted curve in the direction sought with a large enough effect; inconclusive = small, poorly fitted or top-dose-only effect, or another doubt; inactive = no such curve, though single readings can be large; an effect the other way counts as inactive or inconclusive. Outcome played no part in choosing rows, and some 21% of all compounds hit somewhere here.

The line under a structure holds: Pf growth 48h	Pf growth 96h	CHX counter	Shiga toxin inh	Tb PYK inh	AMA1-RON2 inh	LmPK inh
1. CCN1CCC2(CC1)C(C#N)=C(N)Oc1c2sc2nc(C)cc(C)c12
  ?	?	3	-2	-21%	-7%	3%
2. CC(C)n1nccc1NS(=O)(=O)c1ccccc1
  -26%	-23%	·	·	-1%	6%	·
3. Cc1cccc(NC(=O)NCCc2c[nH]c3ccccc23)c1
  -1%	37%[activator]	15	31	-2%	-24%	-2%
4. Cc1nc2nc(SCC(=O)O)nn2c(C)c1Cc1c(F)cccc1Cl
  2%	-16%	-5	-8	-29%&-11%	-2%	16%
5. COCCN1C(=O)c2oc3ccccc3c(=O)c2C1c1cccc(O)c1 (centres undefined)
  ·	9%	-2	-2	-5%	-3%	3%
6. Cc1cc2c(cc1S(=O)(=O)Nc1c(C)cccc1C)n(C)c(=O)c(=O)n2C
  -5%	44%	-2	3	-6%	-1%	-1%
7. COc1c(S(=O)(=O)N2CCN(c3ccc(F)cc3)CC2)ccc(Cl)c1Cl
  ·	23%	-4	-8	4%	-9%	6%
8. COc1ccc(NC(=S)Nc2ccccc2F)c(OC)c1
  13%	13%	8	18	-1%	-7%	-3%
9. CC(C)CCn1c(S(=O)(=O)O)nc2ccccc21
  20%	?	-3	-4	-8%	8%	0%
10. CCCCn1c(SCC(N)=O)nc2ccc(N3CCOCC3)cc2c1=O
  -11%	1%	8	5	14%	13%	-7%

In another format: entries from further up.
6: Cc1cc2c(cc1S(=O)(=O)Nc1c(C)cccc1C)n(C)c(=O)c(=O)n2C
- Pf growth 48h: -5%
- Pf growth 96h: 44%
- CHX counter: -2
- Shiga toxin inh: 3
- Tb PYK inh: -6%
- AMA1-RON2 inh: -1%
- LmPK inh: -1%

7: COc1c(S(=O)(=O)N2CCN(c3ccc(F)cc3)CC2)ccc(Cl)c1Cl
- Pf growth 48h: ·
- Pf growth 96h: 23%
- CHX counter: -4
- Shiga toxin inh: -8
- Tb PYK inh: 4%
- AMA1-RON2 inh: -9%
- LmPK inh: 6%

Next section:
The line under a structure holds: Pf growth 48h	Pf growth 96h	CHX counter	Shiga toxin inh	Tb PYK inh	AMA1-RON2 inh	LmPK inh
11. CC1(C)CC2CC(C)(CN2/C=C2/CCCCC2=O)C1 (centres undefined)
  ?	-3%	-4	3	-2%	-5%	1%
12. CC(C)(C)NC(=O)C(OC(=O)c1ccco1)c1ccc(Cl)cc1 (centres undefined)
  37%[activator]	?	0	10	-4%	-8%	-1%
13. CCOc1cc(CNCCO)c(Cl)cc1OCC(=O)NCCc1ccccc1
  ?	9%	1	-12	-3%	-15%	2%
14. COc1ccc(CCn2c(C(C)C)nc3c(c(=O)c4ccccc4n3C)c2=O)cc1
  12µM*	1.9µM*	-5	-8	7%	0%	0%
15. COc1ccc(/C=C2/C(=O)NC(=O)N(c3ccccc3)C2=O)cc1CN1C(=O)c2ccccc2C1=O
  3%	-2%	-3	-7	?	-1%	0%
16. CC(C)(C)c1cc(CCC(=O)NNC(=O)c2ccco2)cc(C(C)(C)C)c1O
  -8%	?	-1	6	-3%	69%[activator]	3%
17. S=c1[nH]nc(NCCc2ccccc2)s1
  13%	73%[activator]	-2	-10	?	65%[activator]	4%
18. O=C(CCN1C(=O)C2C3C=CC(C3)C2C1=O)Nc1ccc2ncccc2c1 (centres undefined)
  37%[activator]	59%[activator]	45*	64*	-1%	9%	-6%
19. COc1cc2c(C(=O)O)c(C)n(C)c2c2ccccc12
  15%[0.00184 µM]	11%	-4	-4	-12%	4%	-1%
20. O=c1c(Cc2c(F)cccc2Cl)c(O)ccn1CCc1ccccn1
  -5%	0%	-2	2	4%	20%	0%
21. CCCNC(=O)Nc1ccc(C(F)(F)F)cc1
  7%	?	18*	43*	-9%	-1%	-3%
22. Cc1ccc(CN2C(=NC(=O)CCC(=O)O)SC3CS(=O)(=O)CC32)cc1 (centres undefined)
  -9%	5%	-2	-14	0%	17%	-1%
23. O=C(NCCN1CCOCC1)c1ccc2c(c1)N(Cc1c(F)cccc1Cl)C(=O)c1ccccc1S2
  13µM*	9.3µM*	-5	-19	7%	15%	8%
24. COC(=O)c1ccc2c(=O)[nH]c(CSc3nnc(C(F)(F)F)n3C)nc2c1
  -2%	26%	-1	-12	-10%	9%	-1%
25. Cc1cc([N+](=O)[O-])ccc1NCc1ccc2ccccc2c1
  -3%	9%	11	-5	3%	-23%	2%
26. CSCC(=O)N1CCC(n2nccc2NC(=O)CCc2ccccc2)CC1
  20%	?	-9	-9	-7%	-5%	-7%
27. CCCCN(C(=O)c1[nH]c(C)c(C(=O)OCC)c1C)c1c(N)n(CCCC)c(=O)[nH]c1=O
  1%	0%	·	·	1%	7%	·
28. COc1ccc(C(O)C(CC(=O)NCCCOC(C)C)C(=O)NCCCOC(C)C)cc1OC (centres undefined)
  6%	0%	-7	-5	-14%	7%	1%
29. COC(=O)Cc1n[nH]c(=O)c2ccccc12
  10%	·	-5	-26	-3%	5%	-2%
30. CC(=NCCc1ccccc1)C1=C(O)COC1=O
  13%	·	-2	-18	1%	9%	-1%
31. O=C(CSc1ccccn1)N1CCN(c2cccc(Cl)c2)CC1
  0%	·	-2	16	-15%	1%	8%
32. O=C(NCCCN1CCOCC1)c1ccc2ccccc2c1
  28%	88%[activator]	·	·	1%	17%	·
33. CCOc1ccc(NC(=O)CN(C)CC(=O)Nc2ccc(Br)cc2F)cc1OCC
  3%	-20%	-1	-3	2%	18%	5%
34. CC1CN(C(=O)c2ccc(-c3cccc(C(F)(F)F)c3)o2)CC(C)O1 (centres undefined)
  13µM*	?	·	·	-12%	-13%	·
35. COc1ccc2nc(-c3ccccc3)cc(C(=O)N3CCC3)c2c1
  ?	?	·	·	-3%	6%	·
36. COc1ccc(/C=C2/C(=O)NC(=O)N(c3ccc(C)c(C)c3)C2=O)cc1CN1C(=O)c2ccccc2C1=O
  -2%	?	-4	-9	?	-4%	2%
37. CCN(CC)P(=O)(Nc1cccc(C(F)(F)F)c1)c1ccc(N(C)C)cc1NC(=O)c1ccco1 (centres undefined)
  2.1µM*	1.9µM*	4	12	-6%	?	3%
38. Clc1ccc2nc(CN3CCCCCC3)cn2c1
  17%	2%	-4	-4	0%	-4%	8%
39. O=C(CCc1ccc(S(=O)(=O)NCc2ccccc2)cc1)NCC1CCCO1 (centres undefined)
  -23%	5%	4	-9	-4%	1%	-3%
40. CN1CCN(CCCNC(=O)c2ccc3c(c2)N(Cc2ccccc2)CCS3)CC1
  ·	-5%	-6	-20	-10%	-22%	1%
41. O=C(Cn1c(C(=O)NCCCN2CCOCC2)cc2sccc21)c1ccccc1
  -17%	?	-3	12	6%	8%	8%
42. CCc1ccccc1NC(=O)CCCN1C(=O)C2CC=CCC2C1=O (centres undefined)
  -3%	-7%	-2	-16	5%	10%	1%
43. Cn1c(=O)n(C)c2cc(NS(=O)(=O)c3ccc(Cl)s3)ccc21
  -5%	-1%	7	13	-12%	0%	-4%
44. Cn1ccnc1C(OC(=O)c1ccccc1)C(F)(F)F (centres undefined)
  20%	19%	-1	-12	8%	-10%	3%
45. Fc1ccc(NC(=S)N2CCc3[nH]c4ccccc4c3C2)cc1
  4%	12%	4	-6	-3%	-2%	-1%
46. CCCn1c(=C(C#N)C#N)s/c(=C2\C=Cc3ccccc3N2CC)c1=O
  12%	-8%	-6	-19	-6%	-6%	3%
47. CCOc1cc(C(=S)N2CCCC2)ccc1OCC(=O)Nc1c(C)cc(C)cc1C
  2.3µM*	41%[activator]	-3	-4	-5%	31%[activator]	8%
48. CCOC(=O)C1(Cc2cccc(Cl)c2)CCCN(C(=O)c2ccnn2C)C1 (centres undefined)
  -1%	-26%	50*	41*	-9%	-6%	-3%
49. CCc1ccc(NC(=O)C2CCCN(S(=O)(=O)c3ccc4[nH]c(=O)ccc4c3)C2)cc1 (centres undefined)
  1%	?	-2	-5	-3%&3%	-16%	7%
50. CN1CCN(NC(=O)c2cccc3ccccc23)CC1
  -7%	-4%	-1	-5	2%	30%[activator]	-1%

Shown as a markdown table: part of the list above
| # | compound | Pf growth 48h | Pf growth 96h | CHX counter | Shiga toxin inh | Tb PYK inh | AMA1-RON2 inh | LmPK inh |
| --- | --- | --- | --- | --- | --- | --- | --- | --- |
| 31 | O=C(CSc1ccccn1)N1CCN(c2cccc(Cl)c2)CC1 | 0% | · | -2 | 16 | -15% | 1% | 8% |
| 32 | O=C(NCCCN1CCOCC1)c1ccc2ccccc2c1 | 28% | 88%[activator] | · | · | 1% | 17% | · |
| 33 | CCOc1ccc(NC(=O)CN(C)CC(=O)Nc2ccc(Br)cc2F)cc1OCC | 3% | -20% | -1 | -3 | 2% | 18% | 5% |
| 34 | CC1CN(C(=O)c2ccc(-c3cccc(C(F)(F)F)c3)o2)CC(C)O1 (centres undefined) | 13µM* | ? | · | · | -12% | -13% | · |

(continued)
The line under a structure holds: Pf growth 48h	Pf growth 96h	CHX counter	Shiga toxin inh	Tb PYK inh	AMA1-RON2 inh	LmPK inh
51. Cc1ccc(CNCc2cccnc2)s1
  23%	32%[activator]	-3	-9	-1%	0%	-5%
52. Cc1cc(C(=O)O)cc(S(=O)(=O)Nc2ccccc2C(=O)NC2CC2)c1C
  18%	69%[activator]	·	·	-2%	9%	·
53. COc1ccc(-c2csc(C3=C(O)CN(C(C)C)C3=N)n2)cc1OC
  10µM*	?	15	39	-4%	7%	-3%
54. CCOc1ccc(NC(=O)c2ccc(-n3cccn3)nc2)cc1
  -8%	103%[activator]	1	-8	1%	-12%	-1%
55. Cc1ccc(NC(=O)NNC(=O)c2cccs2)cc1
  48%[activator]	24%	17*	38*	4%	31%[activator]	3%
56. CCN(CC)S(=O)(=O)N1CCC(C(=O)NC2CCCC2)CC1
  0%	-22%	-2	-8	0%	5%	0%
57. Cc1onc(-c2ccccc2)c1C(=O)N1CCCc2ccccc21
  -27%	?	-4	-14	0%	17%	-1%
58. CC(Oc1ccc2oc3ccccc3c2c1)C(=O)NC12CC3CC(CC(C3)C1)C2 (centres undefined)
  ?	?	8	24	-4%	-15%	5%
59. Cc1ccc(OCC(=O)Nc2ccc(C)c(F)c2)c([N+](=O)[O-])n1
  43%[activator]	123%[activator]	·	·	0%	0%	·

Screens from PubChem BioAssay.
